GPR35 antagonists: GPR35 antagonists blocking zaprinast-driven arrestin recruitment, primary screen, imaging, U2OS, beta-arrestin-GFP, zaprinast agonist (AID 2058); 0.052% of 290,000 active; U2OS GPR35 beta-arrestin-GFP translocation imaging, zaprinast antagonism; higher % means a stronger effect; inhibition, % at 10 µM; hits with a dose series show IC50 in µM;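 active means inhibition of at least 50% with at least 30 cells and total cytoplasm GFP at most 10,000,000; inconclusive means under 30 cells or total GFP of 10,000,000 plus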
LYP phosphatase: inhibitors of LYP phosphatase, biochemical, fluorescence intensity, uHTS (AID 1779). 0.054% of 290,000 active. inhibition, % at 11.5 µM; hits with a dose series show IC50 in µM. recombinant LYP phosphatase, fluorescence intensity; higher % means a stronger effect; in the data active means inhibition above about 50%;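 further: plate controls were vehicle with enzyme for no effect and no enzyme for full effect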
RSV CPE inhibition: inhibition of RSV-induced cytopathic effect – HEp-2 cells, primary 10 µM value included (AID 2391) | HEp-2 cells, RSV-induced CPE inhibition; higher % means a stronger effect | one-dose CPE inhibition, % at 10 µM; IC50 in µM for titrated hits | 0.13% of 310,000 active; in the data active means a potency from the dose series; inconclusive means CPE inhibition mostly from about 23% at the one dose, without a potency; inactive means the rest, 99 in 100 with CPE inhibition below about 21%; further: strong numbers were not always called active
NTR1 agonist: NTR1-driven beta-arrestin-GFP spot formation – imaging, U2OS cells, high content, primary screen (AID 493036); activation, % at 20 µM; P30989; 0.17% of 330,000 active; agonist mode;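 active means activation at or above 40% of the spot to cytoplasm intensity ratio, with at least 20 cells analyzed; inconclusive means wells under 20 cells, flagged as cytotoxic or low count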;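 further: 0% = DMSO without peptide and 100% = 100 nM NTR1 peptide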
Target sequence (P30989 whole entry, looked up): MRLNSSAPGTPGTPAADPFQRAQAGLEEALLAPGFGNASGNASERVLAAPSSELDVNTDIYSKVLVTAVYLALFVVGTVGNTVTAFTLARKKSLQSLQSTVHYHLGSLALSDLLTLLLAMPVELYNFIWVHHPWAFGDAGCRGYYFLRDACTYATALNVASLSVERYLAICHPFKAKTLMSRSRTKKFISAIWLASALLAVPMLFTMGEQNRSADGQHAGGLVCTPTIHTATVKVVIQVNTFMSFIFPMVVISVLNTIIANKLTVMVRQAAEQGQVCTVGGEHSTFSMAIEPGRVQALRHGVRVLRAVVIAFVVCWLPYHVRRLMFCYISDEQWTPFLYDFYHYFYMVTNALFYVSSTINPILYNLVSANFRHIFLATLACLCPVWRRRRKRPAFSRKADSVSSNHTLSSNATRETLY
Autophagy mod: alters autophagy in cells; MEF GFP-LC3 puncta imaging; test concentration mostly 10 µM; calls only at 10 µM (by protocol); 0.98% of 190,000 active; AID 463193;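 active means percentage of spot-positive cells more than 3 SD above its plate mean, without a fluorescence outlier flag or 80% toxicity; inconclusive means no clear call, values can overlap the other calls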;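 further: spot-positive cell cutoff set from DMSO-treated cells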
AID2073: disruptors of CaV2.2 binding to Mint1 – biochemical, HTRF (AID 2073); HTRF protein-protein interaction, Mint1-CaV2.2; higher % means a stronger effect; inhibition, % at 20 µM; hits with a dose series show IC50 in µM; 0.19% of 290,000 active; in the data active means inhibition mostly above about 51%, no sharp cut-off; inconclusive means no clear call, values can overlap the other calls; inactive means mostly below about 53%; further: some results filed as inactive read as strong as hits
Dengue-2 NS5 capping: flavivirus cap methylation enzyme inhibition – biochemical, confirmation dose response, primary screen (AID 588689); Dengue-2 NS5 methyltransferase capping enzyme assay, biochemical; higher % means a stronger effect; one-dose inhibition, % at 25 µM; IC50 in µM for titrated hits; 0.3% of 340,000 active; in the data active means a potency from the dose series; inconclusive means inhibition above about 29% without an active follow-up result
K1F lysis inhibition: inhibition of K1F phage lysis, E. coli UTI89, bacterial capsule biogenesis inhibitors, alamar blue (AID 488966) | one-dose inhibition, % at 100 µM; IC50 in µM for titrated hits | 0.02% of 340,000 active | E. coli UTI89 K1F phage lysis, alamar blue, 2 h; higher % means a stronger effect;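 active means phage lysis inhibition, versus mean bacterial control, above a set limit; inconclusive means no clear call, values can overlap the other calls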;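 further: capsule biogenesis inhibitors block K1F phage lysis so surviving cells raise fluorescence; higher fluorescence means more inhibition of phage lysis; actives were called in the ten point dose series up to 300 µM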
WT yeast gro inh: growth inhibition of WT yeast, mitochondrial fusion screen; mitochondrial fusion phenotypic screen, WT strain; inhibition, % at 10 µM; 2.1% of 190,000 active; in the data active means inhibition above about 58%; tested in S. cerevisiae
WT yeast gro inh mutant strain: further read-out of WT yeast gro inh, marked with its call; inhibition, %; mitochondrial fusion phenotypic screen, mutant strain inhibition
Autophagy mod cell loss 18 h: further read-out of Autophagy mod, marked with its call; toxicity, %; measured here: cell loss, nuclei count;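 cell loss after 18 h compound exposure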
NTR1 agonist cell count 20 µM: further read-out of NTR1 agonist, marked with its call; cell count; measured here: cell count, cytotoxicity flag
Dengue-2 NS5 capping pilot replicate: second read-out of Dengue-2 NS5 capping, no call of its own (marks repeat the call); inhibition, %; measured here: pilot screen replicate inhibition
An asterisk follows results filed as active; i = inactive; u = inconclusive; x = no result given; [ ] = another dose, or the depositor's remark.

SMILES	GPR35 antagonists	LYP phosphatase	RSV CPE inhibition	NTR1 agonist	NTR1 agonist cell count 20 µM	Autophagy mod	Autophagy mod cell loss 18 h	AID2073	Dengue-2 NS5 capping	K1F lysis inhibition	WT yeast gro inh	WT yeast gro inh mutant strain	others
COc1ccc(C(=O)NNC(=O)c2ccc(C(C)(C)C)cc2)cc1	0%	-3%	-1.4%	-0.1	44	i	20	17%	0%	0.8%	-17	13
CC(=O)NCCn1c(SCc2cc(F)ccc2F)nc2ccccc2c1=O	-10%	-3%	1.2%	1.6	88	i	13	9%	-3%	0.3%	2	2	Dengue-2 NS5 capping pilot replicate=-0.2
CC(C)C[C@H]1CNC(=O)C(=O)N1C[C@H](C)NC(=O)Cc1ccccc1	-7%	-8%	0.9%	10	43	x	x	3%	-2%	1.1%	x	x
C#CC[N+](C)(C)CCCCCCCCCC	-7%	-5%	11%	1.0	45	i	1	3%	12%	7.3%	9	7
Nc1nc(CCl)nc(N(c2ccccc2)c2ccccc2)n1	-6%	-6%	2.9%	6.3	49	x	x	-20%	x	x	x	x
CC1=NOC(=O)/C1=C/c1ccc(O)c(Br)c1	6%	-6%	2.1%	1.4	63	x	x	9%	-9%	0.5%	x	x
COc1ccccc1-c1nc(-c2ccc(Br)cc2)no1	9%	-4%	2.7%	2.9	58	i	10	15%	0%	3.7%	9	2
Cc1ccc(NC(=O)COc2ccccc2C(N)=O)cc1S(=O)(=O)N1CCCCCC1	x	x	4.5%	-1.2	72	x	x	x	-2%	-0.1%[50 µM]	x	x
CN1c2ccccc2C(C)(C)C12C=Nc1c(cc(N3CCOCC3)c3ccccc13)O2 (centres undefined)	8%	1%	x	1.6	47	i	5	5%	3%	2.5%	38	-1
CC(C)(C)NC(=O)COC(=O)c1ccc(F)cc1Cl	-5%	-6%	-0.2%	-0.5	45	i	-1	12%	5%	0.6%	-1	0
Oc1ccccc1N1CCN(c2ncccn2)CC1	11%	-1%	-0.8%	3.1	37	i	1	11%	0%	0.8%	-4	16
CSc1ccccc1NC(=O)CN(C)Cc1ccc(Br)cc1	2%	0%	10%	5.5	72	i	1	32%	-1%	4.3%	58	14
CC(=O)Nc1ccc(NC(=O)C(C)c2cccc(C(=O)c3ccccc3)c2)cc1 (centres undefined)	-6%	-4%	1.2%	1.3	63	i	1	1%	3%	1.2%[50 µM]	-5	-5
CCCC(=O)NCCc1cc(OC)c(OC)cc1Br	4%	-4%	1.3%	-1.4	81	i	27	24%	-1%	0.7%	11	10
CCn1c(SCC(=O)Nc2ccc3c(c2)OCCO3)nnc1C1CC1	-1%	-9%	1.9%	-0.4	52	x	x	0%	-10%	0.3%	x	x
COc1ccc(N2CC(C(=O)NCCc3ccc(OC)c(OC)c3)CC2=O)cc1 (centres undefined)	6%	-2%	2.6%	-1.6	95	i	-5	-3%	3%	-0.3%	-8	-6	Dengue-2 NS5 capping pilot replicate=5.2
COc1cc(NC(=O)C2CCCN2C(=O)C2CCC(C)CC2)cc(OC)c1OC (centres undefined)	-10%	-2%	0.2%	-1.3	65	x	x	-3%	-9%	-1.8%	2	-1
Cc1ccc(NC(=O)c2ccc3nsnc3c2)c(Cl)c1	-19%	-10%	1.6%	0.2	66	x	x	u	4%	0.3%	x	x
COc1cc(/C=N/NC(=O)c2ccccc2)ccc1O	-4%	6%	0.6%	1.0	34	i	10	-6%	-10%	0.1%	0	21
CSCCC(NC(=O)c1ccc(Cl)cc1Cl)C(=O)NNC(=O)c1ccncc1 (centres undefined)	x	x	0.0%	-0.5	57	x	x	x	-8%	0.7%[50 µM]	x	x
CC(C)Cc1nc(SCC(=O)N2CCOCC2)c2c(=O)n(C)c(=O)n(C)c2n1	-16%	-13%	1.8%	1.7	48	x	x	-2%	6%	0.9%[50 µM]	x	x
CCCCSc1nc(C)cc(NC(=S)Nc2ccc(OC)cc2)n1	-4%	4%	1.9%	4.7	88	i	27	32%	-4%	0.5%	9	21
COC(=O)c1cc(Cc2ccc(N)c(C(=O)OC)c2)ccc1N	5%	-3%	1.1%	-1.5	49	i	-7	5%	-3%	0.0%	49	31
COc1ccc(S(=O)(=O)Cc2ccc(C(=O)NC(C)C)o2)cc1	8%	-13%	0.0%	1.0	51	x	x	3%	4%	6.3%	11	7
Cn1nc(C(=O)N2CCC(C(N)=O)CC2)c2c1-c1ccccc1SC2	-1%	-12%	-0.9%	-2.7	49	x	x	-14%	-3%	-2.1%	x	x
(listing goes on)
SMILES	GPR35 antagonists	LYP phosphatase	RSV CPE inhibition	NTR1 agonist	NTR1 agonist cell count 20 µM	Autophagy mod	Autophagy mod cell loss 18 h	AID2073	Dengue-2 NS5 capping	K1F lysis inhibition	WT yeast gro inh	WT yeast gro inh mutant strain	others
O=C(O)c1ccccc1Nc1cccc(OCc2ccc3ccccc3n2)c1	x	x	21%	-1.2	78	x	x	x	-4%	0.7%	x	x
Cc1ccc(NC(=O)CCCn2c(=S)[nH]c3ccsc3c2=O)cc1C	6%	-10%	16%	1.9	72	x	x	-24%	9%	0.3%	x	x
O=C(CCN1CCCCCC1)Nc1ccc(F)cc1	-15%	-10%	-1.0%	-1.5	36	i	-13	-5%	-2%	2.3%	-3	-5
CCc1cccc(CC)c1NC(=O)C[n+]1cccc(C(N)=O)c1	-4%	2%	1.6%	-0.7	92	i	28	3%	x	0.2%	-4	6
CC(C)CCNC(=O)C1CCN(Cc2cccc(OCc3ccccc3)c2)CC1	0%	-8%	-2.2%	2.7	62	x	x	10%	x	-1.2%	x	x
Nn1c(SCC(=O)N2CCOCC2)nnc1C1CC1	-12%	-8%	1.5%	-1.6	56	i	0	5%	10%	0.3%	-12	11
NNC(=O)CCc1ccc(S(=O)(=O)N2CCOCC2)cc1	12%	-5%	2.8%	-1.3	61	i	5	-7%	5%	-0.2%	-4	-2
CCOC(=O)CSc1ccc(S(=O)(=O)N(CC)CC)cc1[N+](=O)[O-]	-1%	-4%	1.7%	1.5	34	i	-3	-11%	-9%	0.8%	-7	2
COc1ccc2cc(C(=O)NCCO)sc(=O)c2c1OC	-3%	-3%	1.2%	0.9	85	i	-5	-2%	-2%	0.1%	-16	-10
COc1cc(NS(=O)(=O)c2ccc(N/C=C\C(=O)c3ccc(C)cc3)cc2)nc(OC)n1	x	x	2.9%	-0.9	47	i	26	x	-4%	0.1%	x	x
Cc1cc(OCC(=O)NCC(c2cccs2)N2CCOCC2)ccc1C(C)C (centres undefined)	x	x	10%	4.6	62	x	x	x	-10%	0.2%[50 µM]	x	x
CCOC(=O)c1oc2ccc(Br)cc2c1NC(=O)CN1CCN(C)CC1	14%	-2%	-1.4%	0.8	38	i	-15	0%	-8%	0.7%	9	7
CC1CCC(NC(=O)COC(=O)c2ccc3ncsc3c2)CC1 (centres undefined)	x	x	0.1%	-1.0	79	x	x	x	-9%	0.6%[50 µM]	x	x
Cc1nn(Cc2ccccc2)c(C)c1C(=O)NCCN1C(=O)S/C(=C\c2ccc(F)cc2)C1=O	-7%	-2%	1.6%	-0.2	59	i	-6	9%	3%	0.4%	1	1
O=C(N=Nc1c(O)[nH]c2ccc([N+](=O)[O-])cc12)c1ccccc1[N+](=O)[O-]	4%	-4%	26µM*	2.8	46	x	x	0%	6%	0.0%[50 µM]	x	x
O=C1OC(c2ccccc2)C2(CCCC2)C(=O)C12CCCC2 (centres undefined)	-6%	2%	-0.6%	-1.6	76	i	-7	-3%	-2%	0.2%	0	-13
Cc1csc(SCC(=O)NC(=O)NC(C)C)n1	7%	-6%	0.1%	-0.1	38	i	1	-3%	-8%	-0.2%	11	-19
Cc1nn(C)c(Cl)c1CN1CCN(C2CCCC2)C(CCO)C1 (centres undefined)	3%	-4%	1.8%	-0.9	80	i	-2	-13%	-4%	0.3%	-11	-4
O=C(CCN=C1NS(=O)(=O)c2ccccc21)OCc1nnc(-c2ccccc2)o1	x	x	-1.3%	-0.3	66	x	x	x	-1%	-0.7%	x	x
c1nnnn1C12CC3CC(CC(C3)C1)C2	1%	-5%	-0.5%	0.5	41	i	6	5%	3%	0.2%	-3	4
CCc1cc2c(=O)c(-c3nc4ccccc4n3C)coc2c(CN2CCCCC2)c1O	-9%	-5%	x	0.0	80	x	x	26%	-6%	-0.2%	x	x
Cc1ccccc1NS(=O)(=O)c1ccc(OCC(=O)NCC2CCCO2)cc1 (centres undefined)	-7%	-8%	0.7%	0.3	56	x	x	32%	-7%	-0.2%[50 µM]	x	x
COc1ccc(/C=N/Nc2nc(Nc3ccccc3)nc(N3CCCCC3)n2)cc1OC	-2%	7%	2.4%	10	81	i	8	5%	-3%	0.6%	26	14
COc1ccc(-c2nnc(NC(=O)CS(=O)(=O)c3ccc(F)cc3)o2)cc1	x	x	-1.1%	-1.7	53	x	x	x	-1%	0.7%[50 µM]	x	x
CCOc1cccc(CNCCNC(=O)c2nonc2N)c1	10%	-7%	-2.0%	-0.9	54	i	-3	-1%	-4%	0.9%	4	-4

Copied from the listing (nine entries):
SMILES	GPR35 antagonists	LYP phosphatase	RSV CPE inhibition	NTR1 agonist	NTR1 agonist cell count 20 µM	Autophagy mod	Autophagy mod cell loss 18 h	AID2073	Dengue-2 NS5 capping	K1F lysis inhibition	WT yeast gro inh	WT yeast gro inh mutant strain	others
CCc1cccc(CC)c1NC(=O)C[n+]1cccc(C(N)=O)c1	-4%	2%	1.6%	-0.7	92	i	28	3%	x	0.2%	-4	6
CC(C)CCNC(=O)C1CCN(Cc2cccc(OCc3ccccc3)c2)CC1	0%	-8%	-2.2%	2.7	62	x	x	10%	x	-1.2%	x	x
Nn1c(SCC(=O)N2CCOCC2)nnc1C1CC1	-12%	-8%	1.5%	-1.6	56	i	0	5%	10%	0.3%	-12	11
NNC(=O)CCc1ccc(S(=O)(=O)N2CCOCC2)cc1	12%	-5%	2.8%	-1.3	61	i	5	-7%	5%	-0.2%	-4	-2
CCOC(=O)CSc1ccc(S(=O)(=O)N(CC)CC)cc1[N+](=O)[O-]	-1%	-4%	1.7%	1.5	34	i	-3	-11%	-9%	0.8%	-7	2
COc1ccc2cc(C(=O)NCCO)sc(=O)c2c1OC	-3%	-3%	1.2%	0.9	85	i	-5	-2%	-2%	0.1%	-16	-10
COc1cc(NS(=O)(=O)c2ccc(N/C=C\C(=O)c3ccc(C)cc3)cc2)nc(OC)n1	x	x	2.9%	-0.9	47	i	26	x	-4%	0.1%	x	x
Cc1cc(OCC(=O)NCC(c2cccs2)N2CCOCC2)ccc1C(C)C (centres undefined)	x	x	10%	4.6	62	x	x	x	-10%	0.2%[50 µM]	x	x
CCOC(=O)c1oc2ccc(Br)cc2c1NC(=O)CN1CCN(C)CC1	14%	-2%	-1.4%	0.8	38	i	-15	0%	-8%	0.7%	9	7

Assay outcomes: PubChem, several laboratories
